Assay outcomes: PubChem, National Center for Advancing Translational Sciences (NCATS)
N370S GC mod: inhibitors or activators of N370S glucocerebrosidase for Gaucher disease. 330,000 compounds, 0.092% hits. AID 2101. P04062. N370S GC spleen homogenate, 4MU-glucoside fluorescence. Potency, µM (top dose mostly 59.4 µM), for the others: at the top dose activity change, negative = inhibition, hits mostly inhibitors;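 further: 0% = full enzyme activity and -100% = no enzyme basal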
GCN5L2 inh: inhibitors of human GCN5L2 histone acetyltransferase | GCN5L2 HAT assay, ThioGlo1 CoA-SH fluorescence | 390,000 compounds, 0.21% hits | Potency, µM (highest dose often 58.9 µM), without a hit: at the top dose activity change, negative = inhibition, hits mostly inhibitors
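GCN5L2 (20 nM) in 50mM HEPES pH 7.5, 0.1mM EDTA, 0.01% Tween-20 preincubated 15 min with compounds at room temperature. Reaction started with H3(1-25) 75uM, acetyl-CoA 70uM, ThioGlo1 50uM; CoA-thiol fluorescence (Ex340/Em540) read at 0 and 20 min.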
FEN1 inh: blocks human flap endonuclease 1. P39748. Recombinant FEN1 flap cleavage, fluorescence, 15 min. Potency, µM (titrated, usually from 114 µM), for the others: top-dose activity change, negative = inhibition, hits mostly inhibitors. 390,000 compounds, 0.35% hits. AID 588795; further: nearly all actives have a fitted effect of over 65% in size
Target sequence (P39748 whole entry, looked up): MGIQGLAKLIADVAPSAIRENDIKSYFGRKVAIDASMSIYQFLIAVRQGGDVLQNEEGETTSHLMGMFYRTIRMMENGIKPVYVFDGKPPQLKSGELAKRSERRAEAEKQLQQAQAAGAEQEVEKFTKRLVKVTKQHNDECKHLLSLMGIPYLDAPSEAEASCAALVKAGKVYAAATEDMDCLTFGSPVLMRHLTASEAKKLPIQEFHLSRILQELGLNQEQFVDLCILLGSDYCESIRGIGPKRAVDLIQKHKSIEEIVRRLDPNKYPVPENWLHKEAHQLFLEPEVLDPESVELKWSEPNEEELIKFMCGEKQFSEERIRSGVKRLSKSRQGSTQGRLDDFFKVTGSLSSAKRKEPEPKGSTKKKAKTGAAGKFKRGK
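Potency values derive from four-parameter Hill fits of normalized qHTS data. The reaction used 10 nM FEN1 preincubated 15 min at room temperature with compound, then 50 nM DNA substrate, read at 0 and 15 min.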
Starred values were filed as active, the others as inactive; ? = inconclusive; / = not tested or not shown; & = joins results of further samples. The call rests on the fitted dose curve; in most records, active means well fitted curve in the direction sought with a large enough effect; inconclusive means small, poorly fitted or top-dose-only effect, or another doubt; inactive means no such curve, though single readings can be large; an effect the other way counts as inactive or inconclusive. Unless noted, on the % scale 0 is the no-effect control and ±100 the full control effect; potency means the concentration at half of the fitted maximal effect.

cpd	Compound	N370S GC mod	GCN5L2 inh	FEN1 inh
1	CC(C)(C)NC(=O)C1CCCN(S(=O)(=O)c2ccc(-n3cnnn3)cc2)C1 (stereo not given)	-4%	0%	-12%
2	Clc1cccc(CN2CCN(c3ncccn3)CC2)c1Cl	-2%	-15%	8%
3	CCc1ccc(NC(=O)C2CCCN(S(=O)(=O)c3cnc[nH]3)C2)cc1 (stereo not given)	0%	-17%	31%
4	CCN1c2ccccc2-c2nc(SCC(=O)Nc3cccc(C)c3C)ncc2S1(=O)=O	/	-10%	24%
5	CCCCN(CC)S(=O)(=O)c1ccccc1	-3%	-2%	-15%
6	O=C(N/N=C/c1ccccn1)c1ccc(Br)o1	16%	11%	-1%
7	O=C(COC(=O)c1ccccc1O)NCCc1c[nH]c2ccccc12	/	-4%	-9%
8	Cc1cccn2c(=O)c(/C=C(\C#N)S(=O)(=O)c3ccccc3)c(N3CCN(c4ccccc4)CC3)nc12	-7%	-2%	-10%
9	N#Cc1cnn2c(-c3ccc(Cl)cc3Cl)ccnc12	3%	-13%	1%
10	COc1ccc(-c2cc(C(=O)NCCc3ccccc3)no2)cc1OC	14%	-24%	-12%
11	Cc1nnc(NC(=O)CSc2nc3c(c(=O)n2CCc2ccccc2)SC(C)C3)s1 (stereo not given)	1%	-7%	-2%
12	O=C(c1cnccn1)N1CCC[C@@]2(CCN(Cc3ccncc3)C2)C1	-2%	7%	/
13	O=C(CSc1nnc(C2CC2)n1C1CC1)c1cccs1	/	-1%	3%
14	COc1ccc(-c2nc3ccccc3n2OC(C)C(=O)O)cc1 (stereo not given)	-15%	-7%	0%
15	CCOc1ccc(C(=O)Nc2c(C(N)=O)oc3ccccc23)cc1	4%	-3%	-6%
16	CC1CCCC(C)N1C(=O)CSc1ccc(-c2ccc3c(c2)OCCO3)nn1 (stereo not given)	-3%	-8%	-5%
17	Cc1nn(-c2ccccc2[N+](=O)[O-])c(=O)c2ccccc12	-1%	?	-2%
18	CCc1ccc(NC(=O)CSc2nc3ccccc3nc2Cc2ccc(C)cc2)cc1	/	-6%	-11%
19	CCCNC(=O)CS(=O)(=O)c1ccccc1	-8%	-4%	4%
20	CC(=O)c1c(C)oc2ccc(N(C(=O)c3ccncc3)S(=O)(=O)c3ccc(C)cc3C)cc12	/	-15%	-6%
21	CC(C)c1ccc(/C=C2\SC(N3CCCC3)=NC2=O)cc1	3%	-4%	1%
22	CCCc1nc2ccc(NC(=O)c3ccco3)cc2c(=O)n1Cc1ccc(Cl)cc1	-21%	-10%	-7%
23	Cc1ccc(Cn2ccc(NC(=O)c3cc(-c4cccs4)on3)n2)cc1	3%	-2%	-2%
24	C#CCn1c(=NC(=O)c2cc(Cl)sc2Cl)sc2cc(S(N)(=O)=O)ccc21	4%	-15%	-17%
25	COc1ccc(NC(=O)C(=O)NCCN2CCN(C(=O)c3cccs3)CC2)cc1	-2%	0%	1%
26	O=C1NC(c2ccccc2)=C(c2nc3ccccc3s2)C(c2ccc(F)cc2)N1 (stereo not given)	8%	-19%	-14%
27	CSCCC(NC(=O)COc1ccccc1)C(=O)N(C)Cc1ccc(F)cc1 (stereo not given)	/	-3%	-7%
28	CC1CCCC(C(=O)OCc2ccccc2)N1 (stereo not given)	6%	-1%	-1%
29	COc1ccc(-n2nnnc2SCC(=O)NC2CCS(=O)(=O)C2)cc1 (stereo not given)	/	-1%	-13%
30	CC/C(Cc1ccccc1)=N/NC(=O)CCn1nnc2ccccc21	3%	-4%	-7%
31	Cc1c(C(C)C[C@H](C)O)oc(=O)c2c1Oc1c(C)c(C(C)C[C@H](C)O)oc(=O)c1C2 (stereo not given in full)	/	4%	-6%
32	COc1ccc(NC2CCCN(C(=O)c3cc(CC(C)C)nc(N)n3)C2)cc1 (stereo not given)	5%	-28%	3%
33	COc1ccc(CNC(=O)C2CCN(C(=O)[C@@H]3Cc4ccccc4CN3)CC2)cc1	-8%	1%	18%
34	COc1ccc(S(=O)(=O)N(C)C[C@@H]2Oc3ccc(NS(=O)(=O)c4cn(C)cn4)cc3C(=O)N([C@@H](C)CO)C[C@@H]2C)cc1	/	-2%	7%
35	COc1cccc(NC(=O)COC(=O)C2CCCCC2)c1	/	-4%	2%
36	O=c1[nH]c2ccccc2c2oc(CCl)nc12	-1%	-4%	-33%
37	O=C(NCCS(=O)(=O)N1CCN(c2ccccc2)CC1)c1cccs1	-9%	-6%	1%
38	COc1ccc2sc(N(Cc3cccnc3)C(=O)C3COc4ccccc4O3)nc2c1 (stereo not given)	/	-3%	-17%
39	COC(=O)c1cccc(NC(=O)CC2C(=O)NCCN2C(=O)Nc2cc(C)cc(C)c2)c1 (stereo not given)	-13%	-5%	-9%
40	COC(=O)CCCCCCCCCCN1CCCCC1	-3%	-5%	-14%
41	Cc1ccccc1N1CCN(C2CCCN(C(=O)c3ccc(Cl)s3)C2)CC1 (stereo not given)	-3%	-7%	-10%
42	O=C(c1cnc2n(c1=O)CCS2)N1CCN(c2ccccc2F)CC1	1%	-19%	-16%
43	CCN1C(=O)c2ccccc2S(=O)c2ccc(C(=O)N3CCN(c4ccc(F)cc4)CC3)cc21 (stereo not given)	/	-4%	1%
44	Cc1ccc(N(CC(=O)NCCc2ccccc2)S(=O)(=O)c2c(C)noc2C)cc1	0%	-1%	-17%
45	O=C1c2ccccc2C2=Nc3ccccc3SC(c3cccc(F)c3)C12 (stereo not given)	0%	-7%	6%
46	O=c1c2ccccc2nnn1CSc1nnnn1-c1ccccc1	8%	-8%	-8%
47	Cc1sc2nc(SCC(=O)Nc3c(C)n(C)n(-c4ccccc4)c3=O)n(C)c(=O)c2c1C	5%	-1%	-8%
48	C=CCN1CCc2c(cc(O)c(O)c2Cl)C(c2ccccc2)C1 (stereo not given)	-3%&-9%&-5%	-7%&-11%	?
49	CCOC(=O)C1CCN(C(=O)Cn2cc(C#N)c3ccccc32)CC1	4%	-16%	5%
50	Cc1ccc(Cl)cc1NC(=S)N(CCCN1CCN(C)CC1)Cc1ccco1	-8%	2%	0%

The listing continues.
cpd	Compound	N370S GC mod	GCN5L2 inh	FEN1 inh
51	O=S(=O)(c1ccc(Cl)cc1)c1nc(-c2cccs2)oc1N1CCCCC1	/	-11%	-24%
52	N#Cc1nc(COc2ccc(Br)cc2)oc1N1CCCC1	?	-6%	-9%
53	COc1nc(-c2ccccc2)c2c(c1C#N)CC(C)(C)OC2	10%	-2%	-12%
54	CSc1nc(NCC(C)C)c2c3c(sc2n1)CN(C)CC3	-2%	-1%	6%
55	O=C(NC1CCCCC1)c1ccc(Cn2c(SCc3ccc(F)cc3)nc3cccnc32)cc1	/	-1%	-3%
56	Cc1cccc(NC(=O)Nc2nnc(N3CCCC3)s2)c1	/	-2%	-5%
57	CN(C)C(CNC(=O)c1ccc(NS(=O)(=O)c2ccc(F)cc2)cc1)c1ccco1 (stereo not given)	-6%	-13%	0%
58	CCCC(=O)NC(C)C(c1cccs1)N1CCN(c2ccccc2)CC1 (stereo not given)	0%	-2%	-18%
59	NC(N)=NCC(O)CN(c1ccccc1)c1ccccc1 (stereo not given)	11%	0%	-5%
60	C/C=C(\C)C(=O)Nc1cccc(C2=NOC3(C2)C[C@@H](C(N)=O)N(C(=O)/C(C)=C/C)C3)c1 (stereo not given in full)	6%	-17%	-1%
61	CCc1ccc(C(=O)N2CCC(c3nc4ccccc4s3)CC2)cc1	1%	-9%	-8%
62	CCOCN(C(=O)Cn1c(CC(C)C)nc2ccccc21)c1c(C)cccc1CC	/	1%	7%
63	O=C(CN1C(=O)COc2ccccc21)NCCCN1CCCCC1	-3%	-4%	-14%
64	Cc1ccc(SCCC(=O)N2CCCC2)cc1	7%	2%	1%
65	Cc1nc(NC(=O)CN(C)S(=O)(=O)c2ccc(Cl)cc2)sc1C	/	1%	-8%
66	COc1ccccc1C(=O)N1CCN=C1SCc1cccnc1	-1%	0%	-2%
67	CCN(CC)S(=O)(=O)c1ccc(NC(=O)c2cccnc2Cl)c(NC(=O)c2cccnc2Cl)c1	-2%	0%	-1%
68	COc1ccccc1CN1CCNC(=O)C1CC(=O)N(C)Cc1cnccn1 (stereo not given)	1%	0%	-4%
69	O=C(N/N=C/c1ccccc1O)c1cccc(C(F)(F)F)c1	-4%	-16%	-5%
70	CN(C(=O)COC(=O)c1ccccc1NCc1ccco1)c1c(N)n(Cc2ccccc2)c(=O)[nH]c1=O	?	-5%	-5%
71	Cc1cccc(NCN2C(=O)c3ccccc3C2=O)c1	/	-8%	-14%
72	Cc1c(NC(=O)c2cc(-c3ccc(Cl)cc3)on2)c(=O)n(-c2ccccc2)n1C	-15%	-13%&19%	1%&22%
73	O=C(Cc1csc(N2CCOCC2)n1)N/N=C/c1ccc(F)cc1	?	-7%	-11%
74	CCn1ncc(Br)c1C(=O)Nc1ccc(F)c([N+](=O)[O-])c1	-21%	0%	6%
75	CCOC(=O)COc1ccc(S(=O)(=O)NCc2ccncc2)cc1	-5%	3%	1%
76	COCc1c(C(=O)NCCOc2ccc(Cl)cc2)oc2ccccc12	/	-8%	-7%

Reprinted: nos. 50 to 73
cpd	Compound	N370S GC mod	GCN5L2 inh	FEN1 inh
50	Cc1ccc(Cl)cc1NC(=S)N(CCCN1CCN(C)CC1)Cc1ccco1	-8%	2%	0%
51	O=S(=O)(c1ccc(Cl)cc1)c1nc(-c2cccs2)oc1N1CCCCC1	/	-11%	-24%
52	N#Cc1nc(COc2ccc(Br)cc2)oc1N1CCCC1	?	-6%	-9%
53	COc1nc(-c2ccccc2)c2c(c1C#N)CC(C)(C)OC2	10%	-2%	-12%
54	CSc1nc(NCC(C)C)c2c3c(sc2n1)CN(C)CC3	-2%	-1%	6%
55	O=C(NC1CCCCC1)c1ccc(Cn2c(SCc3ccc(F)cc3)nc3cccnc32)cc1	/	-1%	-3%
56	Cc1cccc(NC(=O)Nc2nnc(N3CCCC3)s2)c1	/	-2%	-5%
57	CN(C)C(CNC(=O)c1ccc(NS(=O)(=O)c2ccc(F)cc2)cc1)c1ccco1 (stereo not given)	-6%	-13%	0%
58	CCCC(=O)NC(C)C(c1cccs1)N1CCN(c2ccccc2)CC1 (stereo not given)	0%	-2%	-18%
59	NC(N)=NCC(O)CN(c1ccccc1)c1ccccc1 (stereo not given)	11%	0%	-5%
60	C/C=C(\C)C(=O)Nc1cccc(C2=NOC3(C2)C[C@@H](C(N)=O)N(C(=O)/C(C)=C/C)C3)c1 (stereo not given in full)	6%	-17%	-1%
61	CCc1ccc(C(=O)N2CCC(c3nc4ccccc4s3)CC2)cc1	1%	-9%	-8%
62	CCOCN(C(=O)Cn1c(CC(C)C)nc2ccccc21)c1c(C)cccc1CC	/	1%	7%
63	O=C(CN1C(=O)COc2ccccc21)NCCCN1CCCCC1	-3%	-4%	-14%
64	Cc1ccc(SCCC(=O)N2CCCC2)cc1	7%	2%	1%
65	Cc1nc(NC(=O)CN(C)S(=O)(=O)c2ccc(Cl)cc2)sc1C	/	1%	-8%
66	COc1ccccc1C(=O)N1CCN=C1SCc1cccnc1	-1%	0%	-2%
67	CCN(CC)S(=O)(=O)c1ccc(NC(=O)c2cccnc2Cl)c(NC(=O)c2cccnc2Cl)c1	-2%	0%	-1%
68	COc1ccccc1CN1CCNC(=O)C1CC(=O)N(C)Cc1cnccn1 (stereo not given)	1%	0%	-4%
69	O=C(N/N=C/c1ccccc1O)c1cccc(C(F)(F)F)c1	-4%	-16%	-5%
70	CN(C(=O)COC(=O)c1ccccc1NCc1ccco1)c1c(N)n(Cc2ccccc2)c(=O)[nH]c1=O	?	-5%	-5%
71	Cc1cccc(NCN2C(=O)c3ccccc3C2=O)c1	/	-8%	-14%
72	Cc1c(NC(=O)c2cc(-c3ccc(Cl)cc3)on2)c(=O)n(-c2ccccc2)n1C	-15%	-13%&19%	1%&22%
73	O=C(Cc1csc(N2CCOCC2)n1)N/N=C/c1ccc(F)cc1	?	-7%	-11%

A portion of the library. The share of hits here may be higher or lower than overall.
